From PubChem
UHRF1 binding: human UHRF1 methylated DNA binding inhibitors; UHRF1 binding to methylated oligo, TR-FRET; 370,000 tested, 0.75% active; inhibition, % at 4.4 µM; Q96T88; in the data active means inhibition above about 21%;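 further: UHRF1 SRA domain binding a hemimethylated CpG hairpin DNA probe; 0% = median of test compound wells and 100% = reference inhibitor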
PG9 Ab binder: small molecules binding HIV-1 gp120 antibody PG9; 360,000 tested, 0.43% active; TR-FRET gp120-PG9 antibody binding; inhibition, % at 6.7 µM; in the data active means inhibition above about 8.5%
mABHD4 FP: ABHD4 (mouse) inhibition, primary FP screen; inhibition, % at 8.92 µM; 370,000 tested, 0.54% active; purified mABHD4, FP-Rh probe fluorescence polarization; Q8VD66; AID 720543;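 active means inhibition exceeding the mean over every tested compound plus 3 SD, cut at about 30% in these data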;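 further: 0% = plate median of compound wells and 100% = S159A mutant with DMSO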
Target sequence (Q8VD66 whole entry, looked up): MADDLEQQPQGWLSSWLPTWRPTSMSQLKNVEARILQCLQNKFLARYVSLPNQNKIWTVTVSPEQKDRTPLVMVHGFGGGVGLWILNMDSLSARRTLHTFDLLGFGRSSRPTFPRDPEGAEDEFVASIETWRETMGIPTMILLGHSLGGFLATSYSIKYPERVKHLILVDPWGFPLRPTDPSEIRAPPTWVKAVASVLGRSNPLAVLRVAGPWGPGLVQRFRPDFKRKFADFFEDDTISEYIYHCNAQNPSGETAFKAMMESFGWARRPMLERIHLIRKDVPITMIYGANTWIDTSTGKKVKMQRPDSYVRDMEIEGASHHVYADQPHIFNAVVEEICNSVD
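assay system = mABHD4 protein | compound dosing = single nominal dose of 8.92 µM, 0.89% DMSO final | read-out basis = percent inhibition of probe binding, normalized to plate controls | schedule = Enzyme–compound pre-incubation 45 min, then probe 60 min, both 25 °C | detection = fluorescence polarization, excitation 525 nm, emission 598 nm, BODIPY TMR filters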
TDP2 absorb: TDP2 (human) inhibition, absorbance primary screen. recombinant TDP2, T5PNP hydrolysis, p-nitrophenol absorbance 415 nm. inhibition, % at 12.8 µM. 370,000 tested, 0.34% active. O95551;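 active means inhibition above the mean of all tested compounds plus 3 SD, set per campaign, cut at about 25% in these data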;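 further: 0% = DMSO with enzyme and 100% = buffer with substrate but no TDP2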
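Test system: human TDP2 enzyme; Input: 120 nM TDP2 per well; Buffer or medium: Mg2+-containing Tris-HCl buffer, pH 7.5; Reagent: 5 mM T5PNP; Dosing: 12.8 µM single point, 1% DMSO; Incubation: reaction 2 h, 37 °C; Detection: p-Nitrophenol epi absorbance; Read-out: % inhibition relative to enzyme-containing and enzyme-free wells; Replicates: single well per compound.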
LEDGF integ inh: blocks HIV-1 LEDGF/p75-dependent DNA integration. TR-FRET IN-LEDGF/p75 DNA integration, Eu/Cy5. inhibition, % at 3.7 µM. 370,000 tested, 0.64% active. AID 743269;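 active means inhibition above the screen-wide mean plus 3 SD, cut at about 13% in these data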;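 further: signal is the Cy5 over europium emission ratio at 671 and 618 nm; 0% = plate median of compound wells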
DDE Tn7 FP inh: inhibitors of Tn7 peptide binding to human fibrin DD(E); P02675; FP displacement of FITC-Tn7 peptide from fibrin DD(E); 0% = median of compound wells per plate; inhibition, % at 8.3 µM; 370,000 tested, 0.13% active; AID 720508;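 active means inhibition above the mean of compounds falling within the control limits plus 3 SD of them, cut at about 14% in these data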;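 further: 0% = plate median of compound wells and 100% = 10 µM Aha-Tn7 peptide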
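Assay system: Fibrin-DD(E) protein isolated from polymerized human fibrin clots; read-out basis: percent inhibition; medium: Tris/NaCl/CaCl2 buffer, pH 7.8; signal: FP measurement; incubation: 10 min plus 3 h, room temperature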
PRMT1 inh: inhibitors of human PRMT1. recombinant PRMT1, activity-based probe fluorescence polarization. inhibition, % at 2.79 µM. 370,000 tested, 1.3% active. AID 652257;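 active means inhibition above about 21% made by adding two undisclosed values, limit read from the data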
HTRA1 inh: blocks human HTRA1 serine peptidase; 340,000 tested, 0.5% active; recombinant HTRA1, FP-rhodamine activity-based probe, fluorescence polarization; AID 504803; inhibition, % at 5.96 µM; Q92743; in the data active means inhibition above about 36%;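 further: 0% = enzyme with DMSO and 100% = wells lacking enzyme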
Target sequence (Q92743 whole entry, looked up): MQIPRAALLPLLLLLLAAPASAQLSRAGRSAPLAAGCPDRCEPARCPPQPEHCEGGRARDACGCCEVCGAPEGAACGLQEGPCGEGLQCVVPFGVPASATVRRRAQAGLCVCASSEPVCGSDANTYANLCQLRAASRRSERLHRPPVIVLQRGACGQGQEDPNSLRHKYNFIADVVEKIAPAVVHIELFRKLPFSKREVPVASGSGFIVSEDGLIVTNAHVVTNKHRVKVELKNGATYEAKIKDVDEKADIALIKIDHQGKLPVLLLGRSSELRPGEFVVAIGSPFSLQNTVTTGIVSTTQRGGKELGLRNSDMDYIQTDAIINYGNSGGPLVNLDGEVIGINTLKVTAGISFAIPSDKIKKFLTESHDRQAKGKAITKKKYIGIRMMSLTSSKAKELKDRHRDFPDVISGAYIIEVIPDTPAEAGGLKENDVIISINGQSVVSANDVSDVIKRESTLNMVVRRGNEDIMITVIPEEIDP
SIAE primary: blocks human sialic acid acetylesterase. Q9HAT2. SIAE FP-Rh probe binding, fluorescence polarization. inhibition, % at 9.66 µM. 370,000 tested, 0.69% active. AID 1053197;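 active means inhibition above a cutoff: mean of compounds within the control limits plus 3 SD of those, cut at about 17% in these data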;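 further: 0% = plate median of compound wells and 100% = probe without SIAE protein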
TCR CD3 inh: human TCR-CD3 binding inhibition; inhibition, % at 9.4 µM; 360,000 tested, 0.37% active; TAMRA-labeled TCR probe fluorescence, biochemical; AID 651800; in the data active means inhibition above about 19%;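 further: recombinant mutant TCR 2C K166C tagged with TAMRA read by polarization; 0% = receptor in buffer alone and 100% = receptor with positive control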
Active calls of the source: *; · = no result given.

SMILES | UHRF1 binding | PG9 Ab binder | mABHD4 FP | TDP2 absorb | LEDGF integ inh | DDE Tn7 FP inh | PRMT1 inh | HTRA1 inh | SIAE primary | TCR CD3 inh
ON=C1C2CC=C(c3ccccc3)C1CCC2 (centres undefined) | -1.2 | -1.5 | -2.4 | 7.4 | -1.8 | -0.2 | -2.9 | 1.1 | -2.9 | -0.1
CCOC(=O)c1ccc(N(CCC2CO2)S(=O)(=O)c2ccc(C)cc2)cc1 (centres undefined) | 12.1 | -0.7 | -7.0 | -9.0 | 1.2 | -1.0 | 1.1 | -8.0 | -5.5 | 2.7
COCCNC(=S)NC12CC3CC(CC(C3)C1)C2 | -2.2 | -1.4 | -5.8 | -5.7 | 0.2 | 2.6 | -3.1 | 1.3 | 3.4 | 1.8
COc1ccccc1OCCSc1nc2ccccc2n1CCC(=O)O | 34.5* | -1.6 | -0.7 | 0.4 | 7.9 | 0.9 | 5.2 | -5.9 | 2.5 | 5.7
CN(C)S(=O)(=O)c1ccc(NC(=O)c2cccnc2)cc1 | 2.2 | -0.4 | 2.0 | -7.8 | -1.5 | -8.1 | 0.5 | 7.0 | 1.7 | 1.0
Cc1ccc2c(c1)c1c(n2C)C(=O)CCC1 | -2.4 | -2.1 | -2.0 | -5.3 | 4.7 | -7.7 | -3.4 | -0.2 | 5.2 | 1.9
Clc1ccc(C(Cn2ccnc2)OCc2c(Cl)cccc2Cl)c(Cl)c1 (centres undefined) | 1.0 | -1.0 | 5.8 | -9.5 | 3.5 | -3.1 | -2.2 | -57.8 | 1.5 | -5.5
Cc1nc2ccccc2c(=O)n1NCc1cccs1 | 2.3 | 1.2 | 0.3 | -1.0 | 3.9 | 4.6 | -0.1 | -6.5 | 2.5 | -4.8
Cc1cc(NC(=O)CN2C(=O)NC(C)(c3ccccc3Cl)C2=O)no1 (centres undefined) | 2.2 | -1.1 | -4.6 | 5.8 | -2.4 | 0.1 | -0.8 | 0.6 | 1.8 | -4.0
Cc1nc2cc(C(F)(F)F)ccc2n1CCNc1nc(-c2ccc(F)cc2)cs1 | -1.6 | 0.1 | 8.9 | 0.0 | -1.6 | -6.4 | 3.6 | -4.6 | 3.8 | -2.5
O=C(NCCC1CCCCN1S(=O)(=O)c1ccccc1)C(=O)NCCN1CCOCC1 (centres undefined) | -1.3 | 0.4 | 4.1 | -1.9 | -2.6 | -1.6 | 2.7 | -0.6 | 0.7 | -2.1
CCNC(=O)C1(C)CCN(Cc2ccccc2-c2ccccc2)C1 (centres undefined) | -1.6 | -1.3 | 0.1 | 4.0 | 4.6 | 6.1 | -7.0 | · | -5.9 | -0.8
CCSC1=C(C#N)C(c2cccc(OC)c2)CC(=O)N1 (centres undefined) | -2.0 | -1.5 | 4.1 | 7.2 | 3.1 | -3.9 | 2.3 | 2.2 | 1.5 | -5.5
CCN1CCN(CC(O)COCc2cc(OC)c(OC)c(OC)c2)CC1 (centres undefined) | -1.1 | -2.9 | 0.5 | 1.9 | 1.6 | -3.9 | -0.6 | 6.8 | 9.6 | 4.5
Clc1ccc(OCc2nc(-c3ccncc3)no2)cc1 | -3.3 | 0.8 | -11.8 | 8.1 | 4.6 | 0.1 | -0.1 | -8.7 | 7.6 | 4.4
CCOC(=O)C(C(=O)Nc1nccs1)C1CCCCC1 (centres undefined) | 1.1 | -1.8 | 0.8 | -6.8 | -0.7 | 3.8 | 0.9 | -1.9 | 6.4 | -0.5
O=C(NCCc1ccccc1)c1ccc2nc(N3CCOCC3)sc2c1 | -0.3 | 0.1 | -4.2 | 3.5 | -5.1 | -2.1 | 1.9 | -2.5 | 1.1 | 3.4
Cc1ccc(NC(=O)CCn2cnc3ccccc3c2=O)cc1 | 1.9 | -1.0 | -1.8 | 7.3 | 1.2 | 0.1 | -0.6 | 2.1 | -0.8 | 0.8
COc1ccc(-n2nc3c(c2NC(=O)COc2ccccc2F)CS(=O)(=O)C3)cc1 | -2.1 | -0.6 | -7.4 | -2.1 | 1.7 | 6.7 | 0.3 | 2.7 | -12.9 | 0.7
CC1CCCC(NC(=O)COC(=O)c2ccccc2C(=O)N(C)C2CCCCC2)C1C (centres undefined) | 3.3 | 1.4 | 4.6 | -4.8 | 1.1 | -1.5 | -1.0 | -5.5 | -4.5 | 2.7
Cc1cccc(C)c1OCC(=O)Nc1ccc2c(c1)C(=O)NC2=O | 0.9 | -0.1 | 1.9 | 0.4 | 2.3 | 4.3 | -1.4 | -14.2 | -4.9 | 3.7
O=C(C[n+]1cc(-c2ccccc2)n2c1CCC2)c1cccs1 | 1.2 | 1.1 | 1.6 | -3.8 | -2.1 | -3.5 | 1.8 | 12.3 | -2.2 | -6.1
Cc1c(Cl)cnc(NC(=O)COC(=O)c2cccc(S(=O)(=O)N3CCc4ccccc4C3)c2)c1Cl | 5.9 | 1.0 | 5.6 | 11.1 | -1.6 | 0.0 | 8.2 | -11.0 | -6.5 | 0.7
CCOC(=O)C1CCN(C(=O)C(Cc2ccc3c(c2)OCO3)NC(C)=O)CC1 (centres undefined) | -0.6 | · | 2.9 | 9.6 | -2.0 | 1.0 | -1.3 | · | 3.7 | ·
CC(=O)O[C@@H]1[C@H](OC(=O)CC(C)C)c2c(ccc3ccc(=O)oc23)OC1(C)C | -1.5 | -0.1 | 2.2 | 7.2 | -0.6 | -1.4 | 0.5 | -10.5 | -2.7 | 3.4

Brought forward from above: 3 compounds, followed by the next part.
SMILES | UHRF1 binding | PG9 Ab binder | mABHD4 FP | TDP2 absorb | LEDGF integ inh | DDE Tn7 FP inh | PRMT1 inh | HTRA1 inh | SIAE primary | TCR CD3 inh
Cc1c(Cl)cnc(NC(=O)COC(=O)c2cccc(S(=O)(=O)N3CCc4ccccc4C3)c2)c1Cl | 5.9 | 1.0 | 5.6 | 11.1 | -1.6 | 0.0 | 8.2 | -11.0 | -6.5 | 0.7
CCOC(=O)C1CCN(C(=O)C(Cc2ccc3c(c2)OCO3)NC(C)=O)CC1 (centres undefined) | -0.6 | · | 2.9 | 9.6 | -2.0 | 1.0 | -1.3 | · | 3.7 | ·
CC(=O)O[C@@H]1[C@H](OC(=O)CC(C)C)c2c(ccc3ccc(=O)oc23)OC1(C)C | -1.5 | -0.1 | 2.2 | 7.2 | -0.6 | -1.4 | 0.5 | -10.5 | -2.7 | 3.4
Cc1ccc(C(=O)N(CCN(C)C)CC2CCCN(Cc3ccccc3F)C2)cc1C (centres undefined) | -1.4 | -0.9 | -0.6 | 1.0 | -4.2 | 1.6 | -3.7 | 5.0 | 0.0 | -0.4
COc1ccc(-c2nc3ccccc3c(=O)n2CCc2ccc(O)cc2)cc1 | -3.0 | -0.2 | -6.2 | -4.3 | 1.6 | 4.7 | 1.1 | -7.8 | 2.1 | -2.9
O=C1C(Cl)=C(Nc2ccccc2)C(=O)c2ccccc21 | -1.1 | -6.0 | 12.4 | -4.5 | 8.3 | -6.7 | 5.7 | 1.3 | 0.2 | -10.6
O=C(NCCCN1CCN(c2ccccc2F)CC1)C1CCC(=O)N1C1CCCCC1 (centres undefined) | 0.0 | 1.5 | -4.0 | -1.1 | 1.6 | -9.5 | 2.5 | 1.4 | 5.1 | 3.3
COc1cc(OC)cc(C(=O)Nc2ccc3c(c2)n(C)c(=O)n3C)c1 | 1.0 | 1.0 | -2.4 | -7.9 | -1.7 | -0.2 | 0.3 | -3.9 | -3.3 | 3.6
CCOc1cc(C(=O)N2CCC(CC3CC(c4cccc(Br)c4)=NO3)(C(=O)NCC3CCCCC3)CC2)cc(OCC)c1OCC (centres undefined) | 4.7 | -0.7 | -16.1 | -11.6 | 1.7 | 9.5 | 4.6 | -42.1 | -13.7 | 3.8
OC1(c2ccccc2)CC(c2ccccc2)c2ccccc2O1 (centres undefined) | 7.2 | -1.3 | -30.7 | -7.0 | 6.1 | -1.3 | -3.1 | -30.4 | -9.9 | -2.9
CCCCN(C(=O)c1cc(Cl)nc2ccccc12)c1c(N)n(Cc2ccccc2)c(=O)[nH]c1=O | 3.7 | -2.6 | 2.5 | 3.2 | 2.0 | -2.0 | -0.5 | -0.1 | 0.3 | -2.4
NC(=O)c1c(NC(=O)Cc2cccs2)sc2c1CCC2 | -3.0 | -0.7 | -1.8 | -5.2 | 2.6 | 7.3 | -2.2 | -17.6 | -2.2 | 2.1
CCSc1nnc2nc(C)cc(C)n12 | 7.8 | 4.0 | -14.9 | -10.9 | -2.1 | 2.2 | 2.1 | 3.7 | 3.9 | 3.8
O=C(c1cc2ccccc2o1)N1CCCCCC1 | 6.0 | 2.4 | -3.0 | -4.0 | 4.0 | 3.6 | 2.4 | 2.5 | -1.6 | -6.0
FC(F)(F)c1cccc(Cn2ccc3ccc(-c4ccc5ccn(Cc6cccc(C(F)(F)F)c6)c5c4)cc32)c1 | 0.8 | · | -3.1 | 2.8 | -4.3 | 4.1 | -1.0 | · | 1.5 | ·
COc1ccc(CNCc2ccc([N+](=O)[O-])cc2)cc1OC | 3.0 | 0.9 | 5.5 | -1.2 | -3.8 | -3.3 | 0.2 | -1.5 | -1.7 | -2.8
CC(=O)N1CCN(C(=O)CCNC(=O)c2ccc(Br)cc2)CC1 | 2.7 | 1.1 | -2.1 | -7.9 | 0.0 | 2.2 | 1.4 | 1.8 | -1.1 | -1.9
Cc1ccn(CCSCC(=O)O)n1 | 0.2 | -2.5 | -8.3 | -5.9 | 2.0 | 5.6 | -1.3 | -1.0 | 8.1 | 3.0
O=C(C[N+]1(CC#Cc2ccccc2)CCOCC1)c1ccc(Cl)cc1 | 7.2 | -0.7 | -8.8 | -5.2 | 3.5 | -1.3 | 14.5 | 4.7 | -10.7 | -3.6
Cc1sc2ncnc(NCc3ccco3)c2c1C | 1.4 | 1.4 | 3.1 | -1.7 | 3.0 | -5.7 | 3.1 | 1.0 | -7.8 | 6.3
CC(OC(=O)Cc1n[nH]c(=O)c2ccccc12)C(=O)Nc1cc(Cl)cc(Cl)c1 (centres undefined) | 1.6 | 0.5 | 2.6 | 5.6 | 1.3 | 6.6 | 1.6 | -25.0 | -4.5 | -1.1
Cc1oc2c(CN3CCCC(C)C3)c(O)ccc2c(=O)c1-c1ccccc1 (centres undefined) | -1.6 | -1.6 | 1.1 | 13.5 | 4.6 | 0.3 | -2.4 | 5.4 | 3.7 | -4.7
O=C(NC1CCCCC1)c1ccc(S(=O)(=O)c2ccccc2)cc1 | 10.3 | -1.3 | -3.4 | -7.6 | -7.3 | 4.9 | 2.1 | · | -7.0 | -2.4
OCCNc1nc(Nc2ccccc2Oc2ccccc2)nc(N2CCCC2)n1 | -0.8 | -1.1 | -25.8 | -8.7 | 2.3 | -7.7 | -2.2 | -37.4 | -7.9 | -2.7
COc1ccc(/C=C(/C#N)C(=O)Nc2ccc(C)cc2C)cc1C(=O)O | 0.9 | 1.8 | -4.3 | 2.3 | 2.3 | -0.5 | 0.3 | 0.0 | 1.4 | -13.1
